# RXFP1 agonist – qHTS Assay for Agonists of the Relaxin Receptor RXFP1 | Potency, µM (series often up to 57.5 µM), inactives show top-dose activation, usual class: activators | AID 2676, 2010 | HEK293T-RXFP1 cAMP TR-FRET, 30 min; response scale: percent of porcine relaxin response, buffer zero | 0.3% of 370,000 active; active = well fitted activation curve with a large enough effect; inconclusive = small, poorly fitted or top-dose-only effect; also: potency is read from the fitted curve at half-maximal effect; % is scaled to controls: 0 for no effect and ±100 for the full control effect; nearly all actives have a fitted effect of over 60% in size; many of its hits are not listed in these tables
#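 Agonist response is measured as cAMP accumulation in an RXFP1-transfected HEK293T line under PDE4 inhibition. Values are scaled between buffer-only and 29 nM porcine relaxin, and EC50s come from standard Hill equation fits.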
# D2 PAM – HTS Assay for Positive Allosteric Modulators of the Human D2 Dopamine Receptor: Primary Screen for Potentiators; D(2) dopamine receptor (Homo sapiens), P14416; HEK293 T-REx D2, calcium flux, EC20 dopamine potentiation; potentiation, % at 10 µM; 0.34% of 340,000 active; AID 485347, 2010;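 active = potentiation over 3 SD above the plate norm, cut at about 30% in these data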; also: 0% is about no effect
# Target sequence (P14416 whole entry, looked up): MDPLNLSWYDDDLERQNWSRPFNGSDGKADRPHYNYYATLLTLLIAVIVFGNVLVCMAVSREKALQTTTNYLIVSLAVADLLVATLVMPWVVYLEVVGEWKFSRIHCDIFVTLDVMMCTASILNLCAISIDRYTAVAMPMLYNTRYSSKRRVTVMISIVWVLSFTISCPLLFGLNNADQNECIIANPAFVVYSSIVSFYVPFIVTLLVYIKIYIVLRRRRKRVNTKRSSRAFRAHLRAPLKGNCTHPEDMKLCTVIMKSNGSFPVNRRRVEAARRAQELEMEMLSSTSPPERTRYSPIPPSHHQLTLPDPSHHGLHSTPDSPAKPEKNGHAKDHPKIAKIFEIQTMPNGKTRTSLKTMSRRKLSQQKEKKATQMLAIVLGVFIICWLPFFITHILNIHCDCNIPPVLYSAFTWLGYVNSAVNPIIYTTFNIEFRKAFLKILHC
#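 Potentiation of an EC20 dopamine calcium response is measured in a force-coupled, tetracycline-inducible Hek293 Trex D2 line. Compound-only kinetic reads over 180 s flag agonists before dopamine addition.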
# D1 antagonist – Antagonist of Human D 1 Dopamine Receptor: qHTS | AID 504652, 2011 | HEK293 TREx D1 cells, calcium flux, dopamine EC80; stronger effect = lower value | activity change, negative = inhibition, % at 10 µM | D(1A) dopamine receptor (Homo sapiens), P21728 | 3.2% of 360,000 active; in the data active = activity change below about -30%; also: % is scaled to controls: 0 for no effect and ±100 for the full control effect
#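 After overnight tetracycline induction at 30 C, force-coupled D1 HEK293 cells took up a no-wash calcium dye at room temperature. Compounds were added and monitored 180 s, and the response to EC80 dopamine was then recorded.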
# D1 agonist – Allosteric Agonists of the Human D1 Dopamine Receptor: qHTS. activation, % at 2 µM. AID 504660, 2011. HEK293 T-REx D1 cells, calcium flux, agonist mode. D(1A) dopamine receptor (Homo sapiens), P21728. 1% of 360,000 active; in the data active = activation above about 30%; also: 0% is about no effect
#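 Agonism was scored from calcium flux recorded over 180 s (1 read/s) after pintool compound addition, following a 10-cycle baseline. Cells were inducible force-coupled HEK293 TREx D1, plated overnight at 30 C and loaded with no-wash calcium dye.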
# D1 potentiator – Potentiators of Human D1 Dopamine Receptor: qHTS; D(1A) dopamine receptor (Homo sapiens), P21728; HEK293 TREx D1 cells, calcium flux, dopamine EC20 potentiation; potentiation, % at 10 µM; 0.036% of 360,000 active; in the data active = potentiation above about 30%; also: 0% is about no effect
# TRHR enhancer – qHTS for Small Molecule Agonists and Allosteric Enhancers of Human TRH Receptor: Primary Screen for Enhancers | enhancement, % at 2 µM | AID 493056, 2011 | Thyrotropin-releasing hormone receptor (Homo sapiens), P34981 | TRHR cells, fluo-8 calcium fluorescence, EC20 TRH enhancement | 0.66% of 360,000 active; in the data active = enhancement above about 30%; also: 0% is about no effect
# Target sequence (P34981 whole entry, looked up): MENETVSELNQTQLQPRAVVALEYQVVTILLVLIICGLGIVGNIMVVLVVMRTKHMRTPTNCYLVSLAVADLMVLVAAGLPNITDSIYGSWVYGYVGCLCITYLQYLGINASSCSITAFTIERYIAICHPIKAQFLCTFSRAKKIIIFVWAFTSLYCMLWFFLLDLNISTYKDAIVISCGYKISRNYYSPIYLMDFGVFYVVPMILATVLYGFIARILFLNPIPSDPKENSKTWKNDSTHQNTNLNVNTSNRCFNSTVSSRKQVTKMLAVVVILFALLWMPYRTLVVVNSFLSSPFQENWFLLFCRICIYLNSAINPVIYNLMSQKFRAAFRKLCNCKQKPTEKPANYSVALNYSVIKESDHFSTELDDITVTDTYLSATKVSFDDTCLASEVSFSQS
#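 Enhancer read-out: after compound pinning and an initial kinetic agonist-mode read, an EC20 of TRH (10 nM final) was injected and fluo-8 calcium signal (Ex 480/Em 530) followed at 1 s/cycle for 100 cycles in TRHR-expressing cells.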
# RXFP1 antagonist – qHTS Assay for Antagonists of the Relaxin Receptor RXFP1; Relaxin receptor 1 (Homo sapiens), Q9HBX9; HEK293-RXFP1, relaxin-stimulated cAMP HTRF, 30 min; stronger effect = lower value; activity change, negative = inhibition, % at 57.5 µM; 0.59% of 350,000 active;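 active = activity change of -60% or lower, but not beyond a set lower limit; inconclusive = change between -60% and -40%, or beyond the set limit; inactive = change above -40%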; also: % is scaled to controls: 0 for no effect and ±100 for the full control effect
# D2 antag – HTS Assay for Allosteric Antagonists of the Human D2 Dopamine Receptor: Primary Screen for Antagonists; inhibition, % at 10 µM; HEK293 TREx D2 cells, calcium flux, dopamine EC80; 2% of 340,000 active; in the data active = inhibition above about 30%; also: 0% is about no effect
#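 In this primary screen, negative modulation is detected by tracking calcium flux after an EC80 dopamine challenge in inducible HEK293 T-REx D2 cells preexposed to test compound for 180 s.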
# D2 agonist – HTS Assay for Allosteric Agonists of the Human D2 Dopamine Receptor: Primary Screen for Agonists | AID 485358, 2010 | HEK293 T-REx D2 cells, calcium flux agonist mode | D(2) dopamine receptor (Homo sapiens), P14416 | activation, % at 2 µM | 0.53% of 340,000 active;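 active = activation over 3 SD above normal in the single-dose calcium agonist read, cut at about 30% in these data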; also: 0% is about no effect
#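 Agonism is scored from calcium flux in a force-coupled, inducible HEK293 cell line expressing D2, read kinetically for 180 s after compound addition against dopamine controls.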
# The depositor's hits bear a star; ? = inconclusive; · = no result given. This is a subset; the hit share may differ from the screen's.
SMILES,RXFP1 agonist,D2 PAM,D1 antagonist,D1 agonist,D1 potentiator,TRHR enhancer,RXFP1 antagonist,D2 antag,D2 agonist
CC1Cc2ccccc2N1C(=O)Cn1cnc2c1c(=O)n(C)c(=O)n2C (stereo not drawn),?,1,-3,9,1,-3,-10,21,0.0
Cc1ccc(S(=O)(=O)N2CCN(C(=O)COC(=O)c3ccc(C(C)(C)C)cc3)CC2)c(C)c1,-2.9%,7,2,3,1,3,3,13,1.5
Cc1ccccc1OCC(=O)N(Cc1ccc(N(C)C)cc1)CC1CCCO1 (stereo not drawn),-0.7%,3,4,0,1,3,-3,·,-1.2
COc1ccc(CCNC(=O)c2c(C)nc3ccccn23)cc1OC,-0.3%,-2,-9,0,-4,5,-24,10,0.2
CC1(C)Cc2nc(NCCN3CCOCC3)c(C#N)cc2CO1,0.8%,9,6,1,-2,-2,2,8,0.8
COc1cccc(-c2nnc(SCC(=O)N3CCCc4ccccc43)o2)c1,-0.8%,8,-23,9,-2,-4,-3,-4,-1.5
CC(=O)c1ccccc1OCCn1nnc(-c2ccc(C)cc2)n1,-0.1%,·,-3,7,-5,-2,-10,·,·
CCN1CCN(c2cc(C)c3cc(NC(=O)Cc4ccccc4OC)ccc3n2)CC1,1.6%,10,-16,1,-5,15,13,-25,-0.2
CN(C)S(=O)(=O)c1cccc(NC(=O)CN2C(=O)C3C4C=CC(C4)C3C2=O)c1 (stereo not drawn),0.2%,14,-5,4,0,7,-3,11,0.4
O=C(Nc1ccccc1)N(CCN1CCOCC1)Cc1ccccc1F,0.0%,-25,6,4,3,-3,12,·,·
CCOCC(=O)Nc1ccc(C(=O)Nc2ccccc2Cl)cc1,-0.7%,4,-5,4,3,1,·,-11,1.4
CC[n+]1c(/C=C/c2ccc(N(C)C)cc2)ccc2ccccc21,3.3%,12,0,2,6,-5,-91*,3,1.2
Fc1ccc(C2CCCN2Cc2nc(-c3cnccn3)no2)cc1 (stereo not drawn),0.4%,5,-16,1,-3,-2,1,-22,0.1
CCC(C)Sc1nc(O)c(Cc2ccccc2)c(=O)[nH]1 (stereo not drawn),-0.8%,-5,2,3,-2,8,4,-13,2.3
COc1cc(/C=N/NC(=O)c2nonc2N)cc(OC)c1OC,-0.2%,2,1,3,-1,-2,-11,-1,0.4
Nc1ccccc1SCC(=O)Nc1ccc2c(c1)OCO2,0.2%,-8,4,1,-4,7,-3,-15,-1.4
COc1ccc(CCN2CCC(CNC(=O)c3cnn(-c4cccc(Cl)c4)c3C3CCN(C(=O)OC(C)(C)C)CC3)CC2)cc1,0.3%,3,-2,30,3,18,-36,·,1.4
CCS(=O)(=O)c1ccc2c(c1)N(S(C)(=O)=O)CC(C(=O)NN)O2 (stereo not drawn),1.2%,-2,-18,3,-11,0,-4,-2,2.1
NS(=O)(=O)c1ccc(N2N=C(c3ccc(Br)cc3)CC2c2ccc(F)cc2)cc1 (stereo not drawn),16%,4,8,2,-2,0,-1,-1,0.1
Cc1ccsc1C1C(C(=O)O)c2ccccc2C(=O)N1C (stereo not drawn),2.0%,8,1,2,3,5,4,-9,-0.4
c1ccc(CNc2ncnc3sc4c(c23)CCCC4)nc1,3.5%,4,22,7,1,19,-6,-11,-0.1
O=C(Cc1ccccc1[N+](=O)[O-])NNC(=O)Nc1ccc2c(c1)OCO2,0.8%,-1,16,4,0,-5,-11,-17,0.1
CCCN1CCC(NC(=O)Nc2ccc(Br)cc2)CC1,-1.1%,·,-4,12,-3,1,-1,·,·
COc1cc(OC)cc(C(=O)NC(=S)Nc2ccc(Cl)c(C(=O)O)c2)c1,-4.6%,12,1,-1,-2,0,-2,8,-0.1
CC1(c2ccccc2)CC(C)(C)N2C(=O)/C(=C3\SC(=S)NC3=O)c3cccc1c32 (stereo not drawn),-0.3%,-1,-6,-1,-2,-2,-14,0,-0.9

# (list continues)
SMILES,RXFP1 agonist,D2 PAM,D1 antagonist,D1 agonist,D1 potentiator,TRHR enhancer,RXFP1 antagonist,D2 antag,D2 agonist
CS(=O)(=O)N(CC(=O)N1CCN(c2ccccc2)CC1)c1cccc(Br)c1,0.5%,22,-14,1,0,4,-13,-9,1.1
CC(NC(=O)C1CCN(C(=O)N2CCOc3ccc(Cl)cc32)CC1)c1ccccc1 (stereo not drawn),0.5%,-8,13,-1,-3,-5,-5,·,0.6
COc1ccc(/C(O)=C2/C(=O)C(=O)N(CC3CCCO3)C2c2ccc(OC)c(OC)c2)cc1 (stereo not drawn),0.0%,20,-3,3,5,10,-11,1,0.2
CSCc1c(C(=O)Nc2ccccc2N2CCOCC2)oc2ccccc12,-0.9%,28,2,2,4,5,-2,-5,1.3
CCCOc1cc(C)nc(-c2ccccc2O)n1,2.7%,-1,2,0,3,-2,-5,-19,0.7
C=CCN(c1ccccc1)S(=O)(=O)c1cccc(C(=O)Nc2nc3ccccc3[nH]2)c1,-0.9%,-17,-25,2,-1,0,8,-1,-0.3
Cc1ccc(C(=O)OCC(=O)NCc2ccco2)cc1S(=O)(=O)N1CCOCC1,0.2%,-5,3,2,-4,2,4,0,0.5
CCc1c(C)nc2ncnn2c1N1CCCC(C(=O)NCCc2ccccc2)C1 (stereo not drawn),2.8%,10,17,0,-4,2,4,-14,-0.8
Cc1cc(C)cc(NC(=S)NCc2cccs2)c1,1.9%,-2,-9,10,-9,-5,0,-9,-2.3
CCOc1ccccc1CNCC1CCCO1 (stereo not drawn),-0.6%,-5,-17,5,0,-3,-6,9,0.3
Cc1ccc(C)c(OCC(=O)Nc2ccc(S(=O)(=O)Nc3onc(C)c3C)cc2)c1,11%,·,-28,1,-11,6,14,0,-3.3
CC(C)(C)OC(=O)N[C@@H](Cc1ccccc1)C(=O)NCC1CCC(C(=O)O)CC1 (stereo partly drawn),2.4%,-8,3,1,-5,-2,3,2,0.7
Cc1csc(=O)n1CC(=O)OCC(=O)Nc1ccc(F)c(F)c1,-1.2%,9,-1,10,-5,33*,0,9,-0.5
Cc1nn(C(C)C(=O)NC2CC2)c(=O)c2nn(-c3ccccc3)c(C)c12 (stereo not drawn),-0.6%,5,-1,0,-9,-4,5,-6,-0.4
COc1ccccc1N(CC(=O)Nc1ccc2c(c1)OCO2)S(=O)(=O)c1ccccc1,-0.2%,-7,-10,2,-8,-10,1,·,·
COc1ccc(COCC(O)CN2CCCC(C(F)(F)F)C2)cc1 (stereo not drawn),-0.4%,10,-11,-1,13,1,·,25,0.4
Cc1cc(-c2ccc(C)c(S(=O)(=O)NC(c3cccs3)C(C)C)c2)on1 (stereo not drawn),-0.9%,1,-26,7,-2,-5,·,·,-0.2
CCc1nnc(SCC(=O)NC2CCCCC2)nc1CC,0.0%,·,-19,1,-7,-2,-3,·,·
N#Cc1ccc(Oc2nc(C(N)=O)cc(-c3ccccc3)n2)cc1,-0.4%,4,10,0,-2,13,-13,18,1.2
Cc1cc(-n2cnc(-c3cn(C)nc3C)n2)no1,0.2%,-4,13,0,-3,1,-15,6,1.1
O=C1c2[nH]nc(-c3ccc(Br)cc3)c2C(c2cccc(O)c2)N1c1ccc(Cl)cc1 (stereo not drawn),2.1%,9,2,5,-1,29,·,·,1.3
O=C(c1ccc(CS(=O)(=O)c2ccc(Br)cc2)o1)N1CCCC1,-1.6%,7,-4,14,·,4,·,7,-0.4
C=C(C)CSc1nc2sc3c(c2c(=O)n1-c1ccc(OC)cc1)CCN(C)C3,1.2%,6,2,1,-3,4,1,21,-0.4
COC(=O)c1nc2n(n1)C(c1ccc(OC)c(OC)c1)C(C(=O)OC1CCCCC1)=C(C)N2 (stereo not drawn),2.0%,10,5,1,2,10,1,-7,0.0
O=S(=O)(c1cccc2nsnc12)N1CCN(C/C=C/c2ccccc2)CC1,0.7%,-20,-19,-1,1,-5,-5,-11,1.3

# An excerpt from above in order of the D1 antagonist value, ascending.
smiles,D1 antagonist
CS(=O)(=O)N(CC(=O)N1CCN(c2ccccc2)CC1)c1cccc(Br)c1,-14
Cc1cc(C)cc(NC(=S)NCc2cccs2)c1,-9
Cc1csc(=O)n1CC(=O)OCC(=O)Nc1ccc(F)c(F)c1,-1

# Two entries from above, bar-delimited:
Molecule | RXFP1 agonist | D2 PAM | D1 antagonist | D1 agonist | D1 potentiator | TRHR enhancer | RXFP1 antagonist | D2 antag | D2 agonist
Cc1csc(=O)n1CC(=O)OCC(=O)Nc1ccc(F)c(F)c1 | -1.2% | 9 | -1 | 10 | -5 | 33* | 0 | 9 | -0.5
CS(=O)(=O)N(CC(=O)N1CCN(c2ccccc2)CC1)c1cccc(Br)c1 | 0.5% | 22 | -14 | 1 | 0 | 4 | -13 | -9 | 1.1

# Later entries
SMILES,RXFP1 agonist,D2 PAM,D1 antagonist,D1 agonist,D1 potentiator,TRHR enhancer,RXFP1 antagonist,D2 antag,D2 agonist
COc1ccc(OC)c(CN2CCSCC2)c1,0.8%,-5,-15,6,-1,2,-35,-1,-0.2
CC(=O)Nc1ccccc1OCC(O)CS(=O)(=O)c1ccc(C(F)(F)F)cn1 (stereo not drawn),0.2%,7,-5,4,-2,4,4,-13,0.1
COc1ccc2[nH]c3c(c2c1)CCNC3c1ccc([N+](=O)[O-])o1 (stereo not drawn),-3.0%,4,-13,6,3,-1,14,7,3.0
O=C(c1ccccc1F)N1CCN=C1c1ccccc1,-1.7%,0,-9,2,-4,-1,12,-5,·
Cn1c(=O)c2ccccc2n(Cc2cccc(F)c2)c1=O,2.0%,0,-3,4,-2,7,-16,5,-0.4
COc1cccc(NC(=O)C(CCSC)NC(=O)C2CCC(C)CC2)c1 (stereo not drawn),-0.2%,-6,-15,8,0,-4,-7,·,0.2
Cc1c(NS(=O)(=O)c2ccccc2)cc(Cl)c(O)c1C,-0.3%,·,-6,14,-4,-4,-4,-6,3.0
CCCCN(C)CCn1c(=S)[nH]c2cc(OCC)c(OCC)cc2c1=O,-1.3%,·,-5,2,-3,6,5,-10,-0.3
Cc1ccc(Cn2c(=N)c(C(=O)NCC3CCCO3)cc3c(=O)n4cccc(C)c4nc32)cc1 (stereo not drawn),16%,-17,0,1,0,-24,5,1,-0.2

# Entries listed so far printed as active in TRHR enhancer:
smiles	RXFP1 agonist	D2 PAM	D1 antagonist	D1 agonist	D1 potentiator	TRHR enhancer	RXFP1 antagonist	D2 antag
Cc1csc(=O)n1CC(=O)OCC(=O)Nc1ccc(F)c(F)c1	-1.2%	9	-1	10	-5	33*	0	9

# Compound activity from PubChem.
